TDP43 rescue – TDP-43 toxicity inhibition in yeast; actives 1.8% (n = 410,000); AID 652104; TDP-43 expressing yeast growth rescue, BacTiter-Glo, 24 h; Potency, µM (top dose mostly 46.1 µM), inactives show at the highest dose growth rescue (activation), usual class: activators; also: % of control where 0% means no effect; nearly all actives have a fitted effect of over 50% in size
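Luminescence from BacTiter-Glo reports growth of TDP-43-expressing yeast after 24 hr at 30 deg C with compound. Cells were raffinose-pregrown to mid-log, then seeded in galactose medium at OD600=0.02.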
FUS yeast rescue – FUS proteinopathy suppression in yeast; S. cerevisiae FUS-expressing, growth rescue, OD600, 24 h; Potency, µM (series often up to 76.6 µM), without a hit: at the highest dose growth rescue (activation), actives largely listed as activators; actives 0.24% (n = 390,000);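 also: plate controls were DMSO vehicle for no effect and reference control for full effect; nearly all actives have a fitted effect of over 55% in size; some results filed as inactive show a strong effect at the top dose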
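Steps: raffinose overnight preculture; dilution to OD 0.005 in 2% galactose minimal medium; compound addition (concentration series); 24hr at 30C, 99% humidity; absorbance read at 600 nm.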
EPAC2 antagonist – EPAC2 (human) antagonism; EPAC2 GEF exchange of Rap1B-BODIPY-GDP, fluorescence; Potency, µM (highest dose often 114 µM), for the others: at the top dose activity, negative = inhibition, most hits filed as inhibitors; actives 0.18% (n = 360,000); Q8WZA2; AID 720708; also: % is scaled to controls: 0 for no effect and ±100 for the full control effect; nearly all actives have a fitted effect of over 45% in size; many of its hits are not listed in these tables
PTHR1 ag – PTHR1 (human) receptor agonism; Q03431; HEK293 GP2 PTHR1 cells, GloSensor cAMP luminescence, 1 h; Potency, µM (series often up to 115 µM), inactives show at the highest dose activation, most hits filed as activators; actives 0.075% (n = 410,000); also: nearly all actives have a fitted effect of over 55% in size; some results filed as inactive show a strong effect at the top dose; inactives centre near -15; many of its hits are not listed in these tables
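HEK-293-derived GP2 cells expressing PTHR1 and a GloSensor cAMP reporter, 3,000/well, plated overnight, given luciferin plus IBMX (each 0.5 mM as added) for 1 h at 37 °C, then compound for 1 h at 37 °C. Luminescence was read after 15 min at room temperature.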
aSyn yeast inh – rescues yeast growth from alpha-synuclein toxicity; actives 0.14% (n = 370,000); Yeast expressing alpha-synuclein, growth rescue, BacTiter-Glo, 24 h; AID 652106; Potency, µM (top dose mostly 46.1 µM), without a hit: top-dose growth rescue (activation), usual class: activators; also: % of control where 0% means no effect; nearly all actives have a fitted effect of over 65% in size
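Readout is rescue of growth in alpha-synuclein-expressing yeast, so inhibitors of toxicity appear as activators. Growth after 24 hr at 30 deg C in galactose medium is quantified by luminescence.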
EPAC1 antagonist – EPAC1 (human) antagonism. actives 0.14% (n = 360,000). EPAC1 GEF assay, Rap1b-BODIPY-GDP exchange fluorescence. AID 720709. Potency, µM (series often up to 115 µM), for inactives: at the highest dose activity change, negative = inhibition, actives largely listed as inhibitors. O95398;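 also: plate controls were vehicle for no effect and positive control for full effect; nearly all actives have a fitted effect of over 50% in size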
Target sequence (O95398 whole entry, looked up): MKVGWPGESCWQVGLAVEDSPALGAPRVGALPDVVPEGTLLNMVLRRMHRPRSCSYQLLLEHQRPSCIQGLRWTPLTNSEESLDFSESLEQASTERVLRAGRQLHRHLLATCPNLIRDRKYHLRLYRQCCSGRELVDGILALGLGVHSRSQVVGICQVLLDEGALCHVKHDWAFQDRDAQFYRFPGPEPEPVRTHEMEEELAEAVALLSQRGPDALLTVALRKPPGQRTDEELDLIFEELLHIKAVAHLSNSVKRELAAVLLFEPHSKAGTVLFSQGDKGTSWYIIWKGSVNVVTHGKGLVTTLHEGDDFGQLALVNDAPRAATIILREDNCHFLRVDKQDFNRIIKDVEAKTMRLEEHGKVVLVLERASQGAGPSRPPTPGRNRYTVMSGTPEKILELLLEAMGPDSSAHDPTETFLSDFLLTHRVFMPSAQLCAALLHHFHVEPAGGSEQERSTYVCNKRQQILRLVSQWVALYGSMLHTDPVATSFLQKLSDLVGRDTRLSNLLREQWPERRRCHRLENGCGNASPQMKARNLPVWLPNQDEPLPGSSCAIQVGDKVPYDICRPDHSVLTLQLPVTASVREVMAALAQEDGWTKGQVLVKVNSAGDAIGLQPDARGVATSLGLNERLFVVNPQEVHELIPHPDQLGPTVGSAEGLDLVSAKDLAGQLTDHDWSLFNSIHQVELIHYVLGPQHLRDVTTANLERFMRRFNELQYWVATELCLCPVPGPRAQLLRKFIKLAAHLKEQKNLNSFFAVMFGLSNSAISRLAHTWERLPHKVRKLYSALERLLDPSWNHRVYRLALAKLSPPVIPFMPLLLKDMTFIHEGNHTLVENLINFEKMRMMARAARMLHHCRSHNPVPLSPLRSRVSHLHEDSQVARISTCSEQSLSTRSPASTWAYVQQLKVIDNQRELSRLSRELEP
EPAC2 ag – EPAC2 (human) agonism | Potency, µM (series often up to 154 µM), for inactives: at the top dose activation, actives largely listed as activators | EPAC2 activation, biochemical qHTS; response scale: 100% = 6.5 mM cAMP response | actives 0.079% (n = 360,000) | Q8WZA2; also: nearly all actives have a fitted effect of over 50% in size
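Guanine nucleotide exchange by EPAC2 is measured as reduced fluorescence of BODIPY-GDP once it is released from 250 nM Rap1B. Plates are read kinetically for 30 min at room temperature; results are scaled to 6.5 mM cAMP.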
EPAC1 ag – EPAC1 (human) agonism; EPAC1 agonist qHTS, biochemical assay; response scale: 100% = response to 6.5 mM cAMP; Potency, µM (top dose mostly 154 µM), without a hit: at the top dose activation, usual class: activators; actives 0.073% (n = 360,000); also: nearly all actives have a fitted effect of over 60% in size
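Fluorescent GDP-exchange assay: 100 nM EPAC1 with 250 nM Rap1B preloaded with BODIPY-GDP and 50 uM GDP; compounds tested as concentration series, 5 min at room temperature, then read every 5 min for 30 min (ex 480/em 540 nm); normalized to 6.5 mM cAMP.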
Starred values were filed as active, the others as inactive; i = inactive; ? = inconclusive; . = not tested or not shown; & = joins results of further samples; [ ] = another dose, or the depositor's remark. Calls follow the shape of the dose curve; as a rule, active = well fitted curve in the direction sought with a large enough effect; inconclusive = small, poorly fitted or top-dose-only effect, or another doubt; inactive = no such curve, though single readings can be large; an effect the other way counts as inactive or inconclusive. Potency is read from the fitted curve at half-maximal effect. An excerpt; rates above refer to the full screens.

SMILES	TDP43 rescue	FUS yeast rescue	EPAC2 antagonist	PTHR1 ag	aSyn yeast inh	EPAC1 antagonist	EPAC2 ag	EPAC1 ag
CC1CCN(CCCNC(=O)C2CC(=O)N(CCc3ccccc3)C2)CC1 (centres undefined)	12%	-1%	5%	-17%	-6%	7%	6%	9%
O=C(Nc1ccc(-c2csc(Nc3ccccc3)n2)cc1)c1cc([N+](=O)[O-])cc(C(F)(F)F)c1	11%	-14%	-21%	-77%[inhibitor]	1%	-28%	11%	-11%
Nc1[nH]nc2c1NN(c1ccc(Cl)cc1Cl)N2	8%	-19%	-6%	i	-3%	-16%	1%	7%
CN(C(=O)COC(=O)c1ccc2[nH]c3c(c2c1)CCCC3)C1CCS(=O)(=O)C1 (centres undefined)	-8%	25%	6%	-7%	0%	13%	0%	5%
CN(CC(=O)Nc1cccc([N+](=O)[O-])c1)S(=O)(=O)c1ccccc1	4%	-33%	-6%	-11%	3%	4%	-5%	-2%
CCN(CC)S(=O)(=O)c1ccc(N=Nc2cc(C)cc(Br)c2O)cc1	-27%	7%	6%	-16%	-4%	-11%	6%	-1%
CS(=O)(=O)Nc1ccc(C(=O)NCCSCc2ccccc2)cc1	-5%	-12%	-3%	i	2%	-12%	8%	8%
CCN(C(=O)CN1C(=O)NC(c2ccccc2)(c2ccc(C)c(C)c2)C1=O)C1CCS(=O)(=O)C1 (centres undefined)	22%	31%	-1%	i	1%	-11%	-5%	3%
O=C(NC1CCCC1)C(c1ccncc1)N(CCCN1CCOCC1)C(=O)c1ccc(-c2ccccc2)[nH]1 (centres undefined)	-7%	-20%	2%	i	1%	6%	6%	-4%
COC(=O)c1cc(C(=O)OC)cc(-n2c(C)cc(C(=O)CC#N)c2C)c1	-13%	44%	5%	i	4%	2%	12%	-2%
CCCN(CCC)CCCNC(=O)c1cn(CC)c2ccc(S(=O)(=O)N(C)C3CCCCC3)cc2c1=O	16%&-4%	10%&3%	-1%	i	2%	-21%	-5%	-10%
Cc1cccc(N2CCN(C(=O)Cn3cnc4c3c(=O)n(C)c(=O)n4C)CC2)c1C	4%	12%	-4%	i	1%	7%	0%	1%
CCOc1ccc(NC(=O)CSc2nc3cccnc3n2CC)cc1	9%	19%	-2%	i	0%	-3%	3%	-2%
S=c1[nH]nc(-c2ccc(Cl)cc2)n1-c1ccc(Cl)cc1	16%	21%	-15%	i	-3%	-15%	12%	4%
CCOC(=O)c1sc2nccc(OC)c2c1N=CN(C)C	21%[9.22 µM]	6%	5%	i	0%	-9%	23%	13%
CS(=O)(=O)N1CCCCC1c1cc(C(=O)Nc2ccc3c(c2)OCO3)no1 (centres undefined)	12%	8%	8%	-7%	1%	-9%	15%	2%
Cc1cc(=O)n2c(n1)SCOC2	-5%	-4%	3%	-11%	-10%	-2%	1%	3%
COc1ccc(CCNC(=O)c2ccc(Cl)c(S(=O)(=O)N3CCCC3)c2)cc1	26%	?	-12%	-35%[inhibitor]	?	1%	4%	-14%
O=C(Cc1ccc(Cl)c(Cl)c1)Nc1ccc2[nH]c(=O)[nH]c2c1	-11%	6%	1%	i	-2%	-10%	2%	11%
O=C(COC(=O)/C=C/c1ccco1)NCCN1C(=O)CSC1=O	-17%	7%	18%	12%	-8%	8%	-3%	-4%
CCCn1cnc2c(SCc3ccccc3Cl)nc(N)nc21	?	.	-13%	-3%	?	-4%	5%	4%
NS(=O)(=O)c1ccc(CCNC(=O)CCNS(=O)(=O)c2ccccc2C(F)(F)F)cc1	13%	.	6%	i	7%	-8%	5%	-4%
Cc1ccc(SCC(=O)c2sc(-c3ccccc3)nc2C)cc1	-19%	11%	-3%	6%	0%	1%	10%	15%
COc1cc(C(=O)OCn2nnc3ccccc3c2=O)cc(OC)c1OC	23%	9%	-14%	i	2%	7%	8%	-2%
CCOc1ccccc1NC(=O)N1CCC(c2nc3ccccc3[nH]2)CC1	-11%	10%	-1%	-8%[57.5 µM]	-4%	8%	0%	7%
Cn1nnnc1N=N/C(=N/Nc1ccccc1)c1ccccc1	?	4%	6%	0%	3.2µM*	-2%	1%	2%
Cc1ccc(Cn2nc(C)c(NC(=O)c3cc(C)no3)c2C)cc1	26%	-9%	-13%	-31%[inhibitor]	0%	-9%	7%	0%
CCNC(=S)Nc1ccc(Cl)c(C(F)(F)F)c1	?	.	-7%	-46%[inhibitor]	-18%	-28%	3%	0%
NS(=O)(=O)c1ccc(CCNC(=O)CNC(=O)c2ccc(F)cc2)cc1	-6%	21%	-2%	-19%	2%	2%	-5%	12%
COc1ccc(NS(=O)(=O)c2cc(NS(=O)(=O)c3cccs3)ccc2C)cc1	0%	0%	-13%	i	-1%	-3%	5%	4%
O=C(NC1CCCc2ccccc21)C1CCN(c2nnc(-n3cccc3)s2)CC1 (centres undefined)	?	31%	6%	-71%[inhibitor]	4%	-15%	5%	-25%
C=CCn1c(O)c(C2=c3ccccc3=NC2=O)sc1=Nc1ccc(O)cc1	25%	-13%	-16%	i	3%	-10%	0%	-9%
O=C(COC(=O)c1ccc[nH]c1=O)Nc1ccc(N2CCCCC2)cc1	13%	-4%	-6%	i	-9%	-6%	8%	-8%
CCn1nc(CC(=O)Nc2ccc(-n3cnnn3)c(C)c2)c2ccccc2c1=O	-3%	6%	12%	-2%[57.5 µM]	-1%	10%	4%	-11%
C/C(=N\NS(=O)(=O)c1ccc(C)cc1)c1cccs1	2%	31%	-13%	-92%[inhibitor]	0%	-7%	4%	-5%
CCOC(=O)C1CCCN(C(=O)Cc2ccc(Cl)cc2)C1 (centres undefined)	11%	-5%	5%	-21%[57.5 µM]	-14%	2%	-16%	-5%
CCn1cc(S(=O)(=O)Nc2cc(C)ccc2F)cn1	16%	-26%	5%	i	-1%	6%	-5%	-2%
O=C(c1ccsc1)N1CCCC(N2CCOCC2)C1 (centres undefined)	10%	-3%	-7%	i	-4%	?	4%	2%
O=C1Nc2ccc([N+](=O)[O-])cc2OC1CCN1CCN(c2ccccc2)CC1 (centres undefined)	-14%	-10%	4%	-51%[inhibitor]	-3%	-15%	5%	0%
CCCC(C)NC(C)C(=O)NC1CCCC1 (centres undefined)	3%	-9%	16%	-7%	0%	31%[activator]	1%	-3%
COc1cc(CN2CC(C)CC(C)C2)cc([N+](=O)[O-])c1O (centres undefined)	-16%	.	11%	i	-10%	5%	-7%	-6%
CC(C)(C)NC(=O)NC(=O)CSc1nnc2ccccn12	-4%	-6%	11%	i	-5%	10%	4%	-1%
O=C(c1ccc(F)cc1)N1CCCC(c2nc(-c3cccs3)no2)C1 (centres undefined)	16%	-14%	-9%	-26%	15%	-7%	8%	-2%
CCCCC(=O)N1CCN(c2nc(-c3ccc(F)cc3)cs2)CC1	6%	10%	5%	-82%[inhibitor]	-4%	0%	3%	5%
CCOc1ccc(C(=O)CC(=O)C(=O)NCCc2ccc(OC)c(OC)c2)cc1	-45%[inhibitor]	.	4%	i	-1%	20%	1%	10%
CC(NC(=O)c1ccco1)C(=O)O (centres undefined)	11%	-11%	-3%	i	2%	-19%	7%	11%
Cn1c(=NC(=O)COc2ccccc2)sc2cc(F)cc(F)c21	-6%	-23%	0%	i	-13%	-8%	10%	3%
O=C(CCC(=O)N/N=C/c1c[nH]c2ccccc12)NCc1ccccc1	2%	?	-10%	i	-3%	-25%	17%	5%
NNC(=O)[C@@H]1C[C@@H]1c1ccccc1	13%	11%	7%	i	-7%	0%	11%	1%
C/C(=N\NC(=O)c1nnn(-c2nonc2N)c1CN(C)c1ccccc1)c1cccc(O)c1	3%	21%	-25%	8%	4%	-15%	1%	-1%

Four entries already listed, ordered by number of heavy atoms, lowest first:
SMILES	TDP43 rescue	FUS yeast rescue	EPAC2 antagonist	PTHR1 ag	aSyn yeast inh	EPAC1 antagonist	EPAC2 ag	EPAC1 ag
CCCC(C)NC(C)C(=O)NC1CCCC1 (centres undefined)	3%	-9%	16%	-7%	0%	31%[activator]	1%	-3%
CCNC(=S)Nc1ccc(Cl)c(C(F)(F)F)c1	?	.	-7%	-46%[inhibitor]	-18%	-28%	3%	0%
Cn1nnnc1N=N/C(=N/Nc1ccccc1)c1ccccc1	?	4%	6%	0%	3.2µM*	-2%	1%	2%
C/C(=N\NC(=O)c1nnn(-c2nonc2N)c1CN(C)c1ccccc1)c1cccc(O)c1	3%	21%	-25%	8%	4%	-15%	1%	-1%

(further entries)
SMILES	TDP43 rescue	FUS yeast rescue	EPAC2 antagonist	PTHR1 ag	aSyn yeast inh	EPAC1 antagonist	EPAC2 ag	EPAC1 ag
CCOc1ccc(S(=O)(=O)Nc2cccc(C(=O)N(C)Cc3cccc(OC)c3OC)c2)cc1	-8%	.	-11%	-30%[inhibitor]	2%	-22%	5%	10%
O=C(Nc1nc(-c2cccs2)cs1)c1ccc(Cl)cc1	35µM*	3%	-20%	-15%	-33%[inhibitor]	-18%	16%	7%
Oc1ccccc1C=NNC(=S)Nc1ccc(F)cc1	?	33%	3%	-15%	22µM*	?	6%	-5%
Cc1cccc(C(=O)Nc2ccc(C(=O)/C=C/c3cccnc3)cc2)c1	4%	?	-2%	-26%	-4%	?	17%	3%
O=C(NCc1ccco1)c1ccccc1F	18%	17%	8%	i	6%	7%	-2%	-1%
CC(/C=C1\SC(=S)N(NS(=O)(=O)c2ccccc2)C1=O)=C\c1ccccc1	?	4%	50µM*	i	3%	40µM*	2%	-7%
COC(=O)C1=CN(C(C)C)C=C(C(=O)OC)C1c1cc(Br)c(OC)c(OC)c1	28%	28%	-3%	-13%[57.5 µM]	8%	-1%	16%	7%
CC(=O)Oc1ccc2oc(/C=C/N(C)C)c([N+](=O)[O-])c2c1	18%	13%	-28%	i	.	?	-4%	13%
CCCCNC(=O)Cc1c(OC)ccc2cc(Br)ccc12	26%	.	5%	-23%	13%	4%	-3%	-13%
N#Cc1cnn2c1nc(N1CCOCC1)c1ccccc12	-4%	4%	-6%	i	0%	8%	14%	2%
O=C(NC(=S)Nc1ccc2cn[nH]c2c1)c1ccccc1	3%	9%	-4%	-13%	4%	20%	9%	-5%
O=C(N/N=C/c1ccccn1)c1ccc(N/N=C/c2ccccn2)cc1	?	-26%	10%	-15%	6%	-5%	0%	0%
Cc1ccc(SCc2cc(-c3ccc(Cl)cc3)no2)cc1	15%	.	-6%	i	2%	-2%	-2%	1%
